Pf growth 96h = P. falciparum growth inhibition at 96 hour, primary screen for plastid delayed-death inhibitors; P. falciparum luciferase reporter growth, 96 h; Potency, µM (highest dose often 28.7 µM), without a hit: at the top dose activity change, negative = inhibition, actives largely listed as inhibitors; hit rate 6.9% among 320,000; AID 504834; further: potency means the concentration at half of the fitted maximal effect; on the % scale 0 is the no-effect control and ±100 the full control effect
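Two-generation exposure (96 h) targets delayed-death phenotype. Reporter parasites carrying integrated firefly luciferase, in red cells at 2% hematocrit and 0.05% parasitemia final, kept at 37 C, 5% CO2; luminescence loss indicates inhibition.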
Giardia FBPA inh = Giardia lamblia aldolase inhibition; Potency, µM (doses to about 59.6 µM), inactives show at the top dose activity, negative = inhibition, hits mostly inhibitors; purified Giardia FBPA; A8B2U2; hit rate 0.71% among 290,000; further: potency means the concentration at half of the fitted maximal effect; on the % scale 0 is the no-effect control and ±100 the full control effect; nearly all actives have a fitted effect of over 55% in size
Target sequence (A8B2U2 whole entry, looked up): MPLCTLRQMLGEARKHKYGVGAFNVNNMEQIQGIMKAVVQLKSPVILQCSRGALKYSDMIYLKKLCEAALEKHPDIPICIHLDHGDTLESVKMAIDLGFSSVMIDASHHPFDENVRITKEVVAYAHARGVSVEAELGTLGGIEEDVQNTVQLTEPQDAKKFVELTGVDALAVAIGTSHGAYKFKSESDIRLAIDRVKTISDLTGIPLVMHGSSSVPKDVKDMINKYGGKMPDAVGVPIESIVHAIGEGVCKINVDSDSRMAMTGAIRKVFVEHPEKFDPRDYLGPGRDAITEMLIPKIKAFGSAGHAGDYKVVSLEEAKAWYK
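Giardia FBPA (40 nM reagent) was preincubated 10 min at RT with compound (up to 57.5 uM final), then substrate plus GAPDH/TPI/NAD/arsenate coupling system with diaphorase/resazurin was added; resorufin fluorescence (525/598 nm) was read after 20 min.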
Pf growth 48h = inhibits P. falciparum growth in the first generation, 48 h; P. falciparum luciferase growth in erythrocytes, 48 h; Potency, µM (doses to about 28.7 µM), for the others: top-dose activity change, negative = inhibition, hits mostly inhibitors; hit rate 5.9% among 310,000; further: potency means the concentration at half of the fitted maximal effect; on the % scale 0 is the no-effect control and ±100 the full control effect
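Compounds are pin-transferred into medium, infected erythrocytes (2% hematocrit, 0.1% parasitemia final) are added, and plates sit one parasite generation at 37 C in 5% CO2. Detection reagent is then added and luminescence measured.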
Sm TGR inh = inhibitors of Schistosoma mansoni thioredoxin glutathione reductase; purified TGR, DTNB reduction, TNB absorbance 405 nm; Q962Y6; Potency, µM (highest dose often 114 µM), without a hit: top-dose activity change, negative = inhibition, actives largely listed as inhibitors; AID 485364; hit rate 3% among 360,000; further: potency means the concentration at half of the fitted maximal effect; on the % scale 0 is the no-effect control and ±100 the full control effect; nearly all actives have a fitted effect of over 60% in size
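First, TGR (20 nM dispensed) and NADPH were mixed with compound. Second, a 15 min room-temperature incubation followed. Third, further NADPH and then DTNB were added to start the reaction. Finally, TNB absorbance was monitored kinetically.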
Shiga toxin inh = Shiga toxin inhibition; Vero cells, Shiga toxin protein synthesis inhibition reporter; inhibition, % at 38.7 µM; hit rate 9.2% among 290,000; AID 2315; in the data active means inhibition mostly above about 28%, no sharp cut-off; inactive means mostly below about 43%; further: 0% is about no effect
CHX counter = counter-screen hit for Shiga toxin inhibitors, cycloheximide; hit rate 12% among 300,000; max response, %; cell reporter, cycloheximide protein synthesis inhibition counterscreen; in the data active means max response mostly above about 13%, no sharp cut-off; inactive means mostly below about 14%; further: read at 38.3 µM for the half of the compounds with a filed dose; 0% is about no effect
* marks the source's active call; other numbers are inactive results; u = inconclusive; x = not tested or not shown; & = joins results of further samples; [ ] = another dose, or the depositor's remark. Unless noted, the call rests on the fitted dose curve; in most records, active means well fitted curve in the direction sought with a large enough effect; inconclusive means small, poorly fitted or top-dose-only effect, or another doubt; inactive means no such curve, though single readings can be large; an effect the other way counts as inactive or inconclusive.

no.	compound	Pf growth 48h	Pf growth 96h	Shiga toxin inh
1	Nc1cccc(S(=O)(=O)Nc2ccccc2)c1	2%	16%[5.75 µM]	-3
2	CCOc1cccc2cc(-c3nnc(NCc4ccco4)s3)c(=O)oc12	25%	u	40*
3	c1ccc(CC2CCN(c3nc4ccccc4n4nnnc34)CC2)cc1	-5%	u	17
4	COc1ccc(S(=O)(=O)Nc2c(C)n(C)n(-c3ccccc3)c2=O)cc1	12%	u	1
5	Cc1ccnc2nc(C(=O)Nc3nc(-c4ccccn4)cs3)nn12	-11%	u	27
6	O=C(O)c1cc2ccccc2c2cc(Br)ccc12	u	43%[activator]	7
7	Cc1ccccc1NC(=O)CCCCCN1C(=O)[C@@H]2Cc3ccccc3CN2C1=O	-11%	u	-16
8	Cc1ccc(S(=O)(=O)c2ccc(Cl)cc2)cc1S(=O)(=O)N(C)CC(=O)O	1%	-4%	12
9	O=C(Nc1nc2ccccc2s1)C1CCN(C(=O)c2ccco2)CC1	-8%	11%	35
10	O=C(COC(=O)C1CCN(S(=O)(=O)c2ccccc2)CC1)NCCc1ccccc1	25%	-9%	x

no.	Sm TGR inh	CHX counter	Giardia FBPA inh
1	17%	9	-12%
2	-28%	23	4%
3	5%	8.5*	1%
4	7%	-4	-10%
5	1%	9	16µM*
6	6%	-5	24%
7	2%	12	x
8	1%	-3	14%
9	-6%	3	-7%
10	7%	x	x

2 compounds from above with just Pf growth 96h.
nr	SMILES	Pf growth 96h
5	Cc1ccnc2nc(C(=O)Nc3nc(-c4ccccn4)cs3)nn12	u
6	O=C(O)c1cc2ccccc2c2cc(Br)ccc12	43%[activator]

(more compounds)
no.	compound	Pf growth 48h	Pf growth 96h	Shiga toxin inh
11	COc1cccc(NC(=S)N2CCC(N(C)CC3CCCO3)CC2)c1 (stereo unspecified)	-5%	u	-2
12	Cc1cnnc2c1-c1nonc1CC2	7%	x	13
13	C=CCNC(=S)N/N=C/c1ccc(-c2cc(Cl)ccc2Cl)o1	u	1%	9
14	Cc1ccccc1NC(=O)CN1CCc2ccccc2C1	2%	-11%	-4
15	CCCCN(C(=O)c1cc2c(s1)CCC2)c1c(N)n(CCCC)c(=O)[nH]c1=O	0%	8%	x
16	Cn1nc(C(=O)Nc2ccc(Cl)cc2)cc1C(=O)Nc1ccc(Cl)cc1	46%[activator]	21%	7
17	COC(=O)C1=C(C)N(CCCCCC(=O)O)C(=O)NC1c1ccccc1 (stereo unspecified)	x	x	-7
18	CCC1CN(C(=O)NCc2ccccc2)c2cc(Cl)ccc2O1 (stereo unspecified)	-14%	u	-8
19	O=C(Nc1ccc2ncccc2c1)Nc1ccc2ncccc2c1	u	u	47*
20	COCC(=O)Nc1ccccc1C#N	x	5%	-5

no.	Sm TGR inh	CHX counter	Giardia FBPA inh
11	-9%	-3	4%
12	5%	3	11%
13	-4%	3	-2%
14	-4%	1	3%
15	0%	x	x
16	0%	-2	10%
17	x	-8	7%
18	0%&28%	-1	-1%
19	-2%	19*	-4%
20	1%	-1	5%

The listing continues:
no.	compound	Pf growth 48h	Pf growth 96h	Shiga toxin inh
21	COc1ccc(NC(=O)c2cc(S(=O)(=O)N3CCCCC3)ccc2OC)cc1	-3%	u	-1
22	COc1cc(/C=C/C(=O)O)cc(S(=O)(=O)Nc2ccc3c(c2)CCC3)c1OC	-3%	-1%	-7
23	Cn1cccc1CC(=O)NNC(=S)NC(=O)c1ccc(F)cc1	-7%	u	-3
24	Cc1nc2ccccn2c1CN(C)C(=O)C1CCC(=O)N(Cc2cccc(F)c2)C1 (stereo unspecified)	-10%	u	3
25	COc1ccc(S(=O)(=O)N2CCCC(C(=O)N3CCN(C)CC3)C2)cc1C (stereo unspecified)	5%	-3%	-6
26	CCN(CC)C(=O)C1CCN(Cc2cccc(OCc3ccccc3)c2)CC1	u	-5%	-11
27	O=S(=O)(c1ccc(-c2csc(Nc3ccc(F)cc3)n2)cc1)N1CCCC1	17%	163%[activator]	2
28	Cc1cccc(OCC(=O)Nc2ccc3c(c2)nc(CCN2CCC(C)CC2)n3C)c1	u	u	-2
29	O=C(CCSc1ccc(F)cc1)NNC(=O)c1ccccc1Cl	-1%	0%	x
30	COc1cccc(CC(NC(C)=O)C(=O)NC2CCN(C(=O)C3CCCCC3)CC2)c1OC (stereo unspecified)	u	6%	2

no.	Sm TGR inh	CHX counter	Giardia FBPA inh
21	-13%	-3	4%
22	-19%	-5	-1%
23	u	5	16%
24	0%	-3	x
25	-3%	-3	5%
26	0%	-1	-26%
27	-17%	-4	11%
28	96%[activator]	-2	-13%
29	-3%	x	x
30	-16%	-6	-4%

(listing goes on)
no.	compound	Pf growth 48h	Pf growth 96h	Shiga toxin inh
31	O=C(NCCC(=O)N(CCc1ccccc1)Cc1ccccc1)c1ccc([N+](=O)[O-])cc1	u	u	x
32	CCOc1cc(NC(=S)NCc2ccco2)c(OCC)cc1NC(=O)CC(C)C	16%	224%[activator]	4
33	Cc1nc2ccc(C(=O)OCC(=O)N(C)c3ccccc3)cc2nc1C	u	21%	x
34	COc1ccccc1C(=O)NCCC(=O)N(C)Cc1cccs1	-5%	5%	x
35	CC(C)(C)CC(=O)Nc1nnc(-c2cccs2)s1	87%[activator]	u	67*
36	CCNC(=S)N(Cc1ccc2c(c1)OCO2)C1CC(=O)N(c2ccc(OC)cc2)C1=O (stereo unspecified)	u	u	-8
37	S=C(NCCc1ccccc1)Nc1ccc(Nc2ccccc2)cc1	u	-3%	9
38	Nc1nnc(SCC(=O)Nc2ccc(N3CCOCC3)cc2)s1	31%[activator]	10%	x
39	O=C(/C=C/c1ccc(-c2ccccc2[N+](=O)[O-])o1)c1ccc(Br)cc1	-4%	6%	12
40	COc1cn(-c2ccccc2)nc1C(=O)Nc1ccc(C)cc1	u	-19%	56*

no.	Sm TGR inh	CHX counter	Giardia FBPA inh
31	2%	x	x
32	-14%	10	-6%
33	-10%	x	x
34	-3%	x	x
35	-2%	43*	1%
36	0%	-2	-7%
37	-10%	-2	-8%
38	10%	x	x
39	u	11	-16%
40	-10%	36*	-5%

The list goes on.
no.	compound	Pf growth 48h	Pf growth 96h	Shiga toxin inh
41	COc1ccccc1C(=O)NC(=O)OCCn1c(C)cnc1[N+](=O)[O-]	-11%	9.3µM*	-11
42	O=C(CCNC(=O)c1ccc(Cl)cc1)NCCC1=CCCCC1	64%[activator]	57%[activator]	x
43	CC(=O)NCC(=O)N(c1ccccc1)C1(C(=O)NC2CCCCC2)CCCCC1	-3%	x	-30
44	O=C(NCCS(=O)(=O)N1CCN(c2ccc(F)cc2)CC1)c1ccco1	-27%	2%	x
45	CC(C)Oc1cccc(C(=O)C2CCCN(Cc3ccc4nonc4c3)C2)c1 (stereo unspecified)	-30%	-18%	17
46	CC(=O)N1C(=S)NC(=O)/C1=C1/C(=O)N(CC(=O)Nc2cccc(C)c2)c2ccccc21	-8%	-5%	-6
47	CCOC(=O)c1ccc2c(c1)nc(COc1ccc3ccccc3c1)n2CC	x	u	-12
48	CCC1(C)N(O)C(C)(C)C(c2ccc(OC)cc2)=[N+]1[O-] (stereo unspecified)	-20%	u	-13
49	Cc1cccc(OCC(=O)NC(Cc2ccccc2)C(=O)O)c1 (stereo unspecified)	17%	14%	-12
50	NC(=O)N1OCC2COc3ccc4ccccc4c3C21 (stereo unspecified)	x	31%	-11

no.	Sm TGR inh	CHX counter	Giardia FBPA inh
41	2%	10	3%
42	1%	x	x
43	0%	-3	3%
44	-4%	x	x
45	-2%	-1	-7%
46	u	-5	1%
47	-3%	-1	-1%
48	0%	2	-2%
49	-3%	-6	10%
50	-3%	-5	1%

The listing continues:
no.	compound	Pf growth 48h	Pf growth 96h	Shiga toxin inh
51	COCCn1c(SCC(=O)NC(=O)Cc2ccccc2)nc2ccccc2c1=O	14%	22%	x
52	COc1cccc(S(=O)(=O)NCc2ccc(C(=O)Nc3ccc(Cl)c(Cl)c3)cc2)c1	x	u	20
53	O=C(CSc1nnc(-c2ccco2)o1)N1CCOCC1	58%[activator]	72%[activator]	20
54	COc1ccc(-n2nc(C(=O)NCC(=O)N3CCN(c4ccccc4)CC3)c3ccccc3c2=O)c(OC)c1	-29%	-16%	37
55	Cc1nonc1C(=O)N1CCCC(N2CCN(c3ccc(F)cc3)CC2)C1 (stereo unspecified)	3%	u	-8
56	CCOc1ccc(NC(=O)c2ccc(NC(=O)CN3C(=O)C(=O)N(CC(C)C)C3=O)cc2)cc1	72%[activator]	70%[activator]	x
57	COc1ccc2cc(C(=O)C3CCCN(C(=O)c4sc(C)nc4C)C3)ccc2c1 (stereo unspecified)	-15%	13µM*	16
58	CC(Oc1ccccc1)C(=O)N=C1SC2CS(=O)(=O)CC2N1c1ccccc1 (stereo unspecified)	-2%	42%[activator]	19
59	COc1ccc(S(=O)(=O)N(Cc2cccnc2)Cc2cc3ccccc3[nH]c2=O)cc1	-5%	u	-5
60	C=CCSSSCC=C	1%	-29%	x

no.	Sm TGR inh	CHX counter	Giardia FBPA inh
51	3%	x	x
52	4%	-1	16%
53	8%	7	-1%
54	-16%	16	2%
55	-31%	-3	x
56	8%	x	x
57	-14%	16	x
58	19%	8	1%
59	-19%	-10	x
60	x	x	0%

Continuation.
no.	compound	Pf growth 48h	Pf growth 96h	Shiga toxin inh
61	COn1c(SCc2cccnc2)nc2ccccc2c1=O	1%	u	-14
62	CCn1nc(C(=O)N2CCc3ccccc3C2)c2ccccc2c1=O	-11%	u	-7
63	CC(C)COc1ccc(-c2nnc(-c3ccncc3)o2)cc1	110%[activator]	20%	111*
64	Cc1ccccc1Nc1nc(N)nc(COC(=O)/C=C/c2ccco2)n1	1%	11%	-6

no.	Sm TGR inh	CHX counter	Giardia FBPA inh
61	-27%	-2	-2%
62	0%	-3	-7%
63	1%	38*	8%
64	13µM*	-2	-3%

Molecules above that contain a furan ring, fused or not:
no.	compound	Pf growth 48h	Pf growth 96h	Shiga toxin inh
2	CCOc1cccc2cc(-c3nnc(NCc4ccco4)s3)c(=O)oc12	25%	u	40*
9	O=C(Nc1nc2ccccc2s1)C1CCN(C(=O)c2ccco2)CC1	-8%	11%	35
13	C=CCNC(=S)N/N=C/c1ccc(-c2cc(Cl)ccc2Cl)o1	u	1%	9
32	CCOc1cc(NC(=S)NCc2ccco2)c(OCC)cc1NC(=O)CC(C)C	16%	224%[activator]	4
39	O=C(/C=C/c1ccc(-c2ccccc2[N+](=O)[O-])o1)c1ccc(Br)cc1	-4%	6%	12
44	O=C(NCCS(=O)(=O)N1CCN(c2ccc(F)cc2)CC1)c1ccco1	-27%	2%	x
53	O=C(CSc1nnc(-c2ccco2)o1)N1CCOCC1	58%[activator]	72%[activator]	20
64	Cc1ccccc1Nc1nc(N)nc(COC(=O)/C=C/c2ccco2)n1	1%	11%	-6

no.	Sm TGR inh	CHX counter	Giardia FBPA inh
2	-28%	23	4%
9	-6%	3	-7%
13	-4%	3	-2%
32	-14%	10	-6%
39	u	11	-16%
44	-4%	x	x
53	8%	7	-1%
64	13µM*	-2	-3%

Compound activity as filed in PubChem.
